mcGAS inh: blocks mouse cGAS activity. Q8C6L5. recombinant cGAS, Kinase-Glo ATP depletion luminescence. inhibition, % at 12.5 µM. hit rate 0.15% among 160,000. AID 1259399;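 note: 0% = negative control wells and 100% = reference inhibitor with no enzyme activity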
NPYLR7 agonist: activates Aedes aegypti NPYLR7 receptor. HEK293T NPYLR7/Galpha15, GCaMP6s calcium fluorescence. hit rate 0.15% among 270,000. activation, % at 10 µM. AID 1259423; in the data active = activation above about 40%;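 note: 0% = vehicle and 100% = reference agonist at the receptor; some compounds past the cut are filed as inactive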
hcGAS inh: human cGAS inhibition; recombinant h-cGAS, ATP depletion, Kinase-Glo luminescence; inhibition, % at 12.5 µM; hit rate 0.081% among 290,000; AID 1259398;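 note: 0% = vehicle reaction and 100% = reaction without DNA for no activity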
Target sequence (Q8N884 whole entry, looked up): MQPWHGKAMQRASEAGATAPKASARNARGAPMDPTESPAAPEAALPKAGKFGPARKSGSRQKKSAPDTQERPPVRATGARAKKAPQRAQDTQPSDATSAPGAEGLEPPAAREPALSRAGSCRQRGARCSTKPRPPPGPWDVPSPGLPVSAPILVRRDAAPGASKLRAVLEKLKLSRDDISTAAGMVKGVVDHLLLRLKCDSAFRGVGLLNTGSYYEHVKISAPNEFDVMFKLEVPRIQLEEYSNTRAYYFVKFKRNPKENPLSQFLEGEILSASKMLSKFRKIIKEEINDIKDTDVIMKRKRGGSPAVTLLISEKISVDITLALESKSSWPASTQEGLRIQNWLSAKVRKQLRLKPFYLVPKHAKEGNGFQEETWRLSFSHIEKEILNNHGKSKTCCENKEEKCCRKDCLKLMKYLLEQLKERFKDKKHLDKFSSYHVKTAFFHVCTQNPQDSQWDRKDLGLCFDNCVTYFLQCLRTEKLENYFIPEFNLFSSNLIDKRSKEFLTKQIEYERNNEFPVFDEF
Active calls of the source: *; nt = no result given; & = joins results of further samples. Cut-off read from the data, not from the text of the source, unless noted: active = inhibition above about 40%; inactive = the rest.

The opening 17 entries as a preview:
SMILES	mcGAS inh	NPYLR7 agonist	hcGAS inh
O=C(Cc1nn2c(=O)[nH]c3ccccc3c2nc1=O)c1ccc[nH]1	-5	-3	-2
Cc1nn(C)c(Cl)c1C1CCCN1Cc1cccc(C(N)=O)c1 (stereo not given)	nt	0	9
CN(C)C(=O)N1CCC(C(=O)NC2CCCC[C@H]2NC(=O)c2ccc(F)cc2)CC1 (stereo not given in full)	-7	2	-9
CCOC(=O)C(=O)N(C)c1c(CC)nc2c(OCCC3CCCCC3)cccn12	-4	1	-4
O=C(CSc1nc(=O)n(CCCO)c2c1CCC2)Nc1ccc(F)cc1	-9	-1	-5
COC(=O)COc1cccc(C2CC(=O)Nc3c2ccc2ccccc32)c1 (stereo not given)	-2	1	2
CCc1nc2ccc(C(=O)NCCc3ccccn3)cn2c1N(CC)CC(=O)N(C)C	-5	14	-4
CCC(CNC1CCN(c2ccccc2C)CC1)N1CCN(C)CC1 (stereo not given)	-11	-3	-4
O=C(C=Cc1ccco1)Nc1ccc(Cl)cc1F	nt	9	-5
C=CCSc1nnc(NC(=O)C2CC2)s1	nt	7	-5
CCC(=O)NCCOc1ccc(-c2ccc(F)cc2)nn1	-9	-4	-7
C=CCC1(CC=C)CCCN1Cc1nc(-c2ccccc2)no1	nt	3	-7
C=CCN1CC(c2nc3ccccc3n2Cc2ccc(C)cc2)CC1=O (stereo not given)	nt	0	8
CC1CCCN(C(=O)c2cn(C)c3c(=O)n(Cc4ccccc4)c(=O)[nH]c23)C1 (stereo not given)	nt	4	-7
COc1cccc(CNC(=O)CCC2CCCN(C(=O)c3ccc(F)c(Cl)c3)C2)c1 (stereo not given)	nt	6	-3
Nc1ncnc(N(Cc2ccccc2)c2ccccc2)c1[N+](=O)[O-]	-4	26	-3
Cc1ccc(C(=O)Nc2nnc(-c3cc(C)n(C)n3)o2)cc1	0	-11	1

The whole of this part, from the first entry:
SMILES	mcGAS inh	NPYLR7 agonist	hcGAS inh
O=C(Cc1nn2c(=O)[nH]c3ccccc3c2nc1=O)c1ccc[nH]1	-5	-3	-2
Cc1nn(C)c(Cl)c1C1CCCN1Cc1cccc(C(N)=O)c1 (stereo not given)	nt	0	9
CN(C)C(=O)N1CCC(C(=O)NC2CCCC[C@H]2NC(=O)c2ccc(F)cc2)CC1 (stereo not given in full)	-7	2	-9
CCOC(=O)C(=O)N(C)c1c(CC)nc2c(OCCC3CCCCC3)cccn12	-4	1	-4
O=C(CSc1nc(=O)n(CCCO)c2c1CCC2)Nc1ccc(F)cc1	-9	-1	-5
COC(=O)COc1cccc(C2CC(=O)Nc3c2ccc2ccccc32)c1 (stereo not given)	-2	1	2
CCc1nc2ccc(C(=O)NCCc3ccccn3)cn2c1N(CC)CC(=O)N(C)C	-5	14	-4
CCC(CNC1CCN(c2ccccc2C)CC1)N1CCN(C)CC1 (stereo not given)	-11	-3	-4
O=C(C=Cc1ccco1)Nc1ccc(Cl)cc1F	nt	9	-5
C=CCSc1nnc(NC(=O)C2CC2)s1	nt	7	-5
CCC(=O)NCCOc1ccc(-c2ccc(F)cc2)nn1	-9	-4	-7
C=CCC1(CC=C)CCCN1Cc1nc(-c2ccccc2)no1	nt	3	-7
C=CCN1CC(c2nc3ccccc3n2Cc2ccc(C)cc2)CC1=O (stereo not given)	nt	0	8
CC1CCCN(C(=O)c2cn(C)c3c(=O)n(Cc4ccccc4)c(=O)[nH]c23)C1 (stereo not given)	nt	4	-7
COc1cccc(CNC(=O)CCC2CCCN(C(=O)c3ccc(F)c(Cl)c3)C2)c1 (stereo not given)	nt	6	-3
Nc1ncnc(N(Cc2ccccc2)c2ccccc2)c1[N+](=O)[O-]	-4	26	-3
Cc1ccc(C(=O)Nc2nnc(-c3cc(C)n(C)n3)o2)cc1	0	-11	1
Cc1cccc(-c2nnc(SCc3cccc(C(F)(F)F)c3)n2-c2ccccc2)c1	-8	nt	-3
COc1ccc(N2C(=O)/C(=C/c3cc(Cl)c(OCC(=O)O)c(Cl)c3)C(=O)NC2=S)cc1	2	-8	-3
CCCCCn1cc(C2CCN(S(=O)(=O)c3cc(C(F)(F)F)ccc3Cl)CC2)c2ccccc21	-6	19	2
O=C(NCC(O)c1ccccc1C(F)(F)F)C1CC1c1ccccc1Cl (stereo not given)	-15	2	-8
COCCOCC(=O)N1CCN(c2nc3ccccc3nc2C)CC1	nt	12	-8
Cc1nc2ccc(C(=O)NC3CCN(C)CC3)cn2c1N(C)C=O	-2	15	-3
Cc1nnsc1CN(C)C(=O)c1sc(C(C)C)nc1C	nt	9	0
O=C(NCC1CCCO1)c1c(O)nc2sccn2c1=O (stereo not given)	-8	0	-9
N#Cc1ccc(C(=O)N2CCN(C(c3ccc(Cl)cc3)c3ccc(Cl)cc3)CC2)cc1	2	5	4
COc1ccc2[nH]c3c(c2c1)CCN(C(=O)c1cccnc1Oc1ccc(Cl)cc1)C3COCc1ccccc1 (stereo not given)	-6	6	-11
COC(=O)c1cc(CSCC(=O)Nc2ccc3c(c2)OC(F)(F)O3)oc1C	nt	5	-1
COc1ccccc1NC(=O)C1=C(C)NC(=O)NC1c1cccc(OC)c1OC (stereo not given)	-5	-4	-8
CC(C)CC1NC2(CCN(C(=S)NC3CC3)CC2)N(C2CC2)C1=O (stereo not given)	nt	7	-7
COC(=O)c1sccc1CN1CCc2ccc(S(N)(=O)=O)cc21	nt	-1	-3
C=C(C)C1CC=C(CN2CCN(c3ccc(C(C)=O)cc3)CC2)CC1 (stereo not given)	nt	12	-3
Cc1nc(-c2cccnc2)sc1-c1ccc(SCC(=O)Nc2ccc(Br)cc2)nn1	nt	3	-4
COC(=O)c1c(C)c(C(=O)C(C)N(Cc2ccc(F)cc2)C(=O)c2cccc(Cl)c2)c(C)n1C (stereo not given)	-4	-12	-6
Cc1ccc(/C=C/CC(=O)Nc2ccccc2N2C(=O)CCC2=O)cc1	nt	4	-4
CCOC(=O)C1=C(C)Nc2nc(SCC(C)C)[nH]c(=O)c2C1c1sccc1C (stereo not given)	nt	3	-8
CC1CCc2[nH]nc(C(=O)N3CCN(C)CC3)c2C1 (stereo not given)	-4	nt	-10
CC(C)Oc1nc(-c2ccc(Cl)c(Cl)c2)n(-c2ccc(NC(=O)C3CCC3)cc2)n1	-8	12	-5
COc1cccc([C@@H](C)NC(=O)CCC2(Cc3cc(OC)ccc3F)CCC(=O)N2)c1 (stereo not given in full)	-9	5	-2
c1ccc(-c2nonc2N=NNc2nonc2-c2ccccc2)cc1	-1	4	5
CCN(CC)CCN(C(=O)c1ccc(C(=O)OC)cc1)c1nc2c(F)cc(F)cc2s1	-6	-6	-5
Cc1ccc(NC(=O)C2CCCN(C(=O)C(C)Oc3ccc4c(c3)CCC4)C2)nc1 (stereo not given)	nt	4	-11
O=C(Cn1ncc(Cl)c(Cl)c1=O)c1ccc2c(c1)OCO2	nt	9	-5
COc1ccc(CN(CCc2c[nH]c3ccccc23)C(=O)CN(C(=O)c2ccco2)C(C)C)cc1OC	-4	nt	-3
N#Cc1ccc(CNc2cccc(Br)c2)c(F)c1	nt	-2	1
CCCOC(=O)C1=C(C)NC(=O)NC1c1ccccc1F (stereo not given)	nt	-4	-4
N#CC(C#N)=Cc1cn(-c2ccccc2)nc1-c1cccc([N+](=O)[O-])c1	-5	-3	-11
Cc1ccc(C2CCCN2C(=O)c2ccc(=O)[nH]n2)cc1 (stereo not given)	nt	-1&-19	-16&-3

Reprinted from the part before: 2 entries, followed by the next part.
SMILES	mcGAS inh	NPYLR7 agonist	hcGAS inh
N#CC(C#N)=Cc1cn(-c2ccccc2)nc1-c1cccc([N+](=O)[O-])c1	-5	-3	-11
Cc1ccc(C2CCCN2C(=O)c2ccc(=O)[nH]n2)cc1 (stereo not given)	nt	-1&-19	-16&-3
Cc1onc(-c2c(F)cccc2Cl)c1C(=O)N1CCC(c2ccccc2)CC1	-4	0	-6
CCCCN(CC(=O)Nc1cc(-c2ccccc2)nn1-c1ccc(Cl)c(Cl)c1)C(=O)Nc1ccccc1OC	-6	nt	-1
Cc1ccc(NC(=O)NCCn2ncccc2=O)cc1Cl	-4	-13	0
OC1(c2ccc(Cl)cc2)CCN(c2nc(-c3ccc(F)cc3F)nc3ccccc23)CC1	-6	0	-4
CN1C(=O)C(=Cc2cccc(OCCOc3ccccc3)c2)C(=O)N(C)C1=O	2	2	2
Cc1c(NCc2ccccn2)cccc1C(=O)N(C)C(C)c1ccon1 (stereo not given)	nt	-1	-4
CCC(=O)N1CCC1(C)C(=O)Nc1ccccc1F (stereo not given)	-7	-2	-13
Cc1ccoc1C(=O)NCC(c1sccc1C)N(C)C (stereo not given)	nt	0	-6
C=CCn1c(=O)c2ccccc2n2c(SCCC(=O)OC)nnc12	nt	11	-11
O=C(Nc1cccc(C2SCC(=O)N2c2ccc(F)cc2F)c1)c1cccc([N+](=O)[O-])c1 (stereo not given)	-4	-19	-1
Cc1[nH]n2c(=O)cc(C(C)(C)C)nc2c1-c1ccccc1	-7	-4	-4
O=C(CCN(Cc1ccco1)c1nc(-c2ccco2)nc2ccccc12)NCc1cccc(C(F)(F)F)c1	-2	11	-2
CC(C)CNC(=O)c1cc(NC(=O)c2ccc(-c3ccccc3)cc2)ccc1N1CCCC1	2	-7	9
Oc1[nH]c(=S)sc1C=Nc1ccccc1	57*	-1	7
CCC(CC)C(=O)N(CC(=O)NCC(=O)Nc1ccc(OC)cc1)Cc1ccco1	-3	6	-3
CCN1CCN(c2nc3c(c(=O)n(C)c(=O)n3C)n2C(C)C)CC1	nt	6	-4
O=C1C[C@H]2CC[C@@H](CN1)N2C(=O)CN1CCOC1=O	nt	2	3
CCOC(=O)N1CCN(C(=O)CSc2nnc3[nH]c(=O)cc(-c4ccccc4)n23)CC1	-5	-12	1
Cc1cc(C)cc(C(=O)Nc2c3c(nn2-c2ccccc2C)CSC3)c1	nt	-1	-6
COc1c[nH]c(CN2CCOC(C(F)(F)F)C2)cc1=O (stereo not given)	-14	4	-3
CCn1nnnc1-c1cccc(NC(=O)N(C)Cc2ccncc2)c1	nt	-1	-5
Cc1ccc(NC(=O)c2ccc(Br)s2)c(F)c1	nt	-1	-3
COc1ccc(C2=NN(C(=O)CN3CCC4(CC3)OCCO4)C(c3ccccc3OC)C2)cc1 (stereo not given)	-3	14	78*
CCOC(=O)C1(Cc2ccc(Cl)cc2)CCN(C(=O)c2ccc3nccnc3c2)CC1	-4	-5&9	2&-2
O=C(NC(C(=O)N1CCCCC1)C1CCN(C(=O)c2ccco2)CC1)c1ccccc1F (stereo not given)	-4	15	-5
Cc1ccc(S(=O)(=O)Nc2nc3ccccc3nc2-[n+]2ccc(-c3ccncc3)cc2)cc1	nt	21	-4
CC(C(=O)NCc1ccc(Cl)s1)n1cncn1 (stereo not given)	-6	8	-2
CCc1ccc(CN(C)C(=O)c2nc3c(C)cccn3c2F)nc1	-12	0	-6
CCCn1c(SCC(=O)NC(=O)NCCC(C)C)n[nH]c1=O	nt	-1	-7
CCN(CC)c1nc(C#N)nc(N2CCOCC2)n1	nt	2	-7
O=C(NC1CCCCNC1=O)c1cc2n(n1)CCN(Cc1cccc(C(F)(F)F)c1)C2=O (stereo not given)	-4	7	-2
CCS(=O)(=O)c1ccc(O)c(NS(=O)(=O)c2cc(Br)ccc2Br)c1	nt	2	-4
O=c1c2cc(Cl)ccc2nc(-c2cccc(OCc3ccccc3)c2)n1Cc1ccccc1	-8	-1	2
CCC(C(=O)NCCN1C(=O)SC(=Cc2ccccc2)C1=O)c1ccccc1 (stereo not given)	-5	4	-5
CC(C)(CCl)C(=O)NCC1CCN(c2nc(Cc3ccc(Cl)cc3)ns2)CC1	-7	9	-13
CCn1cc(C(CC(=O)N2CCc3ccccc3C2)c2cccc(F)c2)c2ccccc21 (stereo not given)	-5	-1	-1
COc1ccc(-c2nc(C(=O)N3CCN(c4ccc([N+](=O)[O-])cc4)CC3)cs2)cc1OC	nt	5	-5
COc1ccc(S(=O)(=O)Oc2cccc(CN(CCN(C)C)C(=O)c3ccccc3Cl)c2)cc1	-3	6	1
O=C(CCc1cccnc1)N1CC[C@H](CO)[C@H](O)C1	2	-1	3
COc1ccc(S(=O)(=O)N2CCOCC2)cc1N1CCN(S(=O)(=O)c2ccc(Cl)c([N+](=O)[O-])c2)CC1	-9	24	-7
COc1ccc(NC(=O)CNc2ccccc2-c2ccccc2)cc1	nt	3	-14
Cc1nn(CC(=O)NN2C(=O)c3ccccc3C2=O)c(C)c1[N+](=O)[O-]	0	-2	-1
CCN1CCCC1CNC(=O)c1cc(S(=O)(=O)CC)c(N)cc1OC (stereo not given)	nt	4&-8	-5&-4
c1ccc(CN2CCC(Cn3cnnc3)C2)cc1 (stereo not given)	-9	2	0
COc1cc(C(=O)Nc2ccc(C)cc2O)cc(OC)c1Br	nt	10	-5
CC1=CC(C)(C)SC(N)=N1	nt	-5	-8
Cc1[nH]n(-c2nc(-c3ccc(Cl)cc3)cs2)c(=O)c1N=Nc1ccccc1[N+](=O)[O-]	1	-4	3
NC1CCC(CN2CCC3(CC2)c2ccccc2CC3O)CC1 (stereo not given)	-7	nt	-17
CCCN(CC(=O)NCC(=O)Nc1ccc(C)cc1)C(=O)c1ccc(OC)cc1OC	-3	8	-2
CCN(CC)C(=O)C(NC(=O)c1cccc(C)c1)C1CCN(C(=O)c2ccc(Cl)cc2)CC1 (stereo not given)	0	-9	1
O=C1NC2(CCOc3ccccc32)C(=O)N1Cc1cc(=O)n2ccsc2n1 (stereo not given)	-2	3	0
